CCR6 antag: blocks CCL20-driven beta-arrestin recruitment at human CCR6 | P51684 | CHO-K1 CCR6 PathHunter beta-arrestin, luminescence, CCL20-stimulated | inhibition, % at 20 µM | 0.49% of 340,000 active;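 active = compounds whose inhibition of the agonist-driven luminescence signal at 20 µM reaches about 50%, limit read from the data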;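 note: cells stimulated with CCL20 at 14 nM final; plate controls were DMSO with CCL20 for no effect and DMSO without agonist for full effect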
UBC13 inh: human UBC13 polyubiquitination inhibition. P61088. UBC13 polyubiquitin chain formation, TR-FRET. inhibition, % at 20 µM. 0.47% of 330,000 active; in the data active = inhibition above about 45%, passing the limit was not always enough
Target sequence (P61088 whole entry, looked up): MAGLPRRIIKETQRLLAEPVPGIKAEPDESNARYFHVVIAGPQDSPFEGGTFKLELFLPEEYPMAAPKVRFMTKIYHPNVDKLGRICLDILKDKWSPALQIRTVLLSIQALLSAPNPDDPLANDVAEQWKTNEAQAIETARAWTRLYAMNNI
Gli-Sufu antag: blocks Gli-Sufu signaling in a luciferase reporter. inhibition, % at 5 µM. 0.74% of 340,000 active. Sufu-KO-LIGHT fibroblasts, Gli luciferase reporter luminescence. AID 588413;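 active = inhibition above about 55%, limit read from the data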;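 note: 0% = DMSO-treated cells and 100% = wells with medium but no cells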
EBI2 block: blocks human EBI2 receptor beta-arrestin signaling; AID 651636; EBI2 beta-arrestin recruitment, luminescence, 7a,25-OHC stimulated; 0.81% of 360,000 active; inhibition, % at 5 µM; P32249; in the data active = inhibition above about 38%;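 note: enzyme fragment complementation signal reports receptor beta-arrestin coupling in cells; 0% = agonist plus DMSO wells and 100% = wells without agonist; some results beyond the cut were filed as inactive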
Target sequence (P32249 whole entry, looked up, the tested form may be a part): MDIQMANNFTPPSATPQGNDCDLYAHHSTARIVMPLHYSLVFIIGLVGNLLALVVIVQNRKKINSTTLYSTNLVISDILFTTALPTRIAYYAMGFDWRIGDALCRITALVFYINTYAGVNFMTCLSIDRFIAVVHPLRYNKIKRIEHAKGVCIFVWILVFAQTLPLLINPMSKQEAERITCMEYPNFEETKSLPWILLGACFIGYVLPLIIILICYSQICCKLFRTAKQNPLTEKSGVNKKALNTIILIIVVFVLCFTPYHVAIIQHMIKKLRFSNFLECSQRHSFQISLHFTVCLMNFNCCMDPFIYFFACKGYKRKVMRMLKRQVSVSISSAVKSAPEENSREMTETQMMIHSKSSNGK
697 NFkB inh: inhibitors of the PMA/ionomycin-induced NF-kB reporter in 697 B cells | inhibition, % at 4 µM | AID 435022 | 697 B-cell NF-kB luciferase reporter, 16 h | 0.33% of 330,000 active; in the data active = inhibition above about 35%
APJ antag: APJ receptor antagonism; P35414; CHO-K1 APJ beta-arrestin complementation, luminescence; inhibition, % at 20 µM; 0.32% of 330,000 active; AID 2521;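 active = inhibition above about 40% at 20 µM, limit read from the data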;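 note: cells challenged with 10 nM apelin-13 agonist together with compound; plate controls were apelin-13 plus DMSO wells for no effect and DMSO wells lacking apelin-13 for full effect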
Jurkat NFkB inh: inhibitors of the PMA/ionomycin-induced NF-kB reporter in Jurkat cells; PMA/ionomycin-induced NF-kB luciferase reporter, luminescence; inhibition, % at 4 µM; 0.53% of 330,000 active; AID 435003; in the data active = inhibition above about 50%
CXCR6 block: inhibitors of human CXCR6 receptor; inhibition, % at 20 µM; O00574; CHO-K1 PathHunter CXCR6 beta-arrestin, luminescence; 0.36% of 360,000 active; in the data active = inhibition above about 34%, passing the limit was not always enough;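 note: antagonist mode with CXCL16 agonist at 10 nM final; 0% = 10 nM CXCL16 with DMSO and 100% = unstimulated wells without agonist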
Target sequence (O00574 whole entry, looked up): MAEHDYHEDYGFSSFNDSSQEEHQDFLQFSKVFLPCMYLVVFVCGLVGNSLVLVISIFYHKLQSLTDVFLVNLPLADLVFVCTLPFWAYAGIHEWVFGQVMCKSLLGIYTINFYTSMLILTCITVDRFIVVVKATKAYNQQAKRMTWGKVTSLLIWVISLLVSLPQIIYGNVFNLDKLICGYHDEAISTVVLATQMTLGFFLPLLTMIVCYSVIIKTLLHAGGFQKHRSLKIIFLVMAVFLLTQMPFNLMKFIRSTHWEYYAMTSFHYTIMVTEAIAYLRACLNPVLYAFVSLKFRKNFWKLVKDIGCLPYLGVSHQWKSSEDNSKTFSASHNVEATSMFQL
* marks the source's active call; other numbers are inactive results; x = not tested or not shown.

Sample of the layout (four entries):
item	SMILES	CCR6 antag	UBC13 inh	Gli-Sufu antag	EBI2 block
1	Cc1ccc(S(=O)(=O)N2CCOCC2)cc1NC(=O)COC(=O)COc1ccccc1[N+](=O)[O-]	9	-1	1	0
2	O=C(Nc1nnc(S(=O)(=O)N2CCN(c3ccc(F)cc3)CC2)s1)c1ccco1	-5	13	0	3
3	CC(=O)C12CCCCC1CC1[C@@H]3CC(C)C4=CC(=O)CC[C@]4(C)C3CC[C@@]12C (stereo partly drawn)	-2	-6	33	-3
4	CCN(CC)S(=O)(=O)c1ccc(Cl)c(NC(=O)c2ccncc2)c1	0	4	4	-3

item	697 NFkB inh	APJ antag	Jurkat NFkB inh	CXCR6 block
1	12	8	9	-1
2	-4	-20	10	-10
3	0	6	17	-4
4	18	-10	8	5

Main list, repeating the preview:
item	SMILES	CCR6 antag	UBC13 inh	Gli-Sufu antag	EBI2 block
1	Cc1ccc(S(=O)(=O)N2CCOCC2)cc1NC(=O)COC(=O)COc1ccccc1[N+](=O)[O-]	9	-1	1	0
2	O=C(Nc1nnc(S(=O)(=O)N2CCN(c3ccc(F)cc3)CC2)s1)c1ccco1	-5	13	0	3
3	CC(=O)C12CCCCC1CC1[C@@H]3CC(C)C4=CC(=O)CC[C@]4(C)C3CC[C@@]12C (stereo partly drawn)	-2	-6	33	-3
4	CCN(CC)S(=O)(=O)c1ccc(Cl)c(NC(=O)c2ccncc2)c1	0	4	4	-3
5	Cc1ccc(CSc2ccc(S(=O)(=O)N3CCCCC3)cn2)cc1	21	1	-4	6
6	Cc1ccc(NC(=S)NC2CC3CCCC(C2)N3Cc2ccco2)cc1 (stereo not drawn)	6	-2	25	-12
7	CC(C)C(=O)Nc1ccc2oc(-c3cc(F)c(F)cc3Cl)nc2c1	0	6	-38	3
8	Cc1ccc(-c2nc3ncccn3c2Nc2ccc3c(c2)OCO3)o1	10	-13	0	-2
9	CCOC(=O)C1=C(CC)OC(N)=C(C#N)C1c1cccs1 (stereo not drawn)	13	-4	-10	0
10	N#Cc1c(N)nc(Sc2ccc(Cl)cc2)c(C#N)c1-c1ccccc1Cl	12	39	11	1

item	697 NFkB inh	APJ antag	Jurkat NFkB inh	CXCR6 block
1	12	8	9	-1
2	-4	-20	10	-10
3	0	6	17	-4
4	18	-10	8	5
5	-11	-31	7	-2
6	3	2	-9	6
7	-75	-3	-74	-7
8	-7	-6	-15	-7
9	0	-3	-8	7
10	-50	-3	0	2

Other entries.
item	SMILES	CCR6 antag	UBC13 inh	Gli-Sufu antag	EBI2 block
11	O=C(COC(=O)Cn1cnc2ccccc2c1=O)Nc1ccc(Cl)cc1	4	-7	10	0
12	CCOC(=O)N1CCN(Cc2c(NC(=O)c3ccco3)sc(C)c2C)CC1	13	18	0	2
13	COc1ccccc1C(=O)NCCSCc1c(F)cccc1Cl	8	-2	5	7
14	CCOC(=O)C1C(=O)CC(C)(O)C(C(=O)OCC)C1c1ccc(F)cc1 (stereo not drawn)	6	4	14	-2
15	CCOC(=O)c1cn(Cc2ccc(C)cc2)c2cc(F)ccc2c1=O	15	10	3	-3
16	CC1=C(C(=O)OCC(C)C)C(c2ccc(F)cc2)NC(=O)N1 (stereo not drawn)	-1	10	-1	1
17	Cc1cc(C)n(CC(=O)NCc2cc(-c3nn(C)c(=O)c4ccccc34)ccc2C)n1	-17	-2	9	-2
18	CC(=O)c1cccc(NS(=O)(=O)c2ccc3c(c2)oc(=O)n3C)c1	9	1	-6	-3
19	COc1cc(/C=N/NC(=O)c2ccccc2)ccc1O	1	-11	-16	-8
20	c1ccc2c(c1)CCc1c(-c3ccncc3)n[nH]c1-2	4	23	-14	8

item	697 NFkB inh	APJ antag	Jurkat NFkB inh	CXCR6 block
11	-1	-14	13	2
12	-22	16	9	1
13	-41	-6	-10	6
14	1	21	-4	1
15	-3	-2	9	4
16	13	11	17	7
17	-10	11	3	-12
18	4	7	8	-6
19	2	1	0	4
20	-14	-40	-28	0

(list continues)
item	SMILES	CCR6 antag	UBC13 inh	Gli-Sufu antag	EBI2 block
21	O=C(NCCc1ccccc1)c1ccccc1Cl	6	0	-46	-3
22	Cc1ccc(S(=O)(=O)CCN2CCN(c3ccccc3)CC2)cc1	9	7	19	-1
23	O=C(Oc1ccc(/C=N/NC(=O)c2ccccc2F)cc1)c1ccccc1	-1	-5	-33	-33
24	COc1ccc2c(c1)CCc1c(C(=O)Nc3c(C)n(C)n(-c4ccccc4)c3=O)noc1-2	-5	-4	8	0
25	Cn1c(SCC(=O)c2c(N)n(C)c(=O)n(C)c2=O)nnc1-c1ccccc1	-2	-9	-4	-2
26	COc1cccc(-n2cn[nH]c2=S)c1	-12	0	0	-3
27	CC1CCCCN1C(=O)Cn1c(=O)oc2ccccc21 (stereo not drawn)	10	6	3	0
28	CCn1ccnc1C(O)c1cccc(OC)c1 (stereo not drawn)	-2	2	7	3
29	Cc1nc2sccc2c(=O)n1-c1cccc(Cl)c1	16	2	-3	-3
30	N#Cc1c(C#N)c(-c2ccccc2)n(-c2ccc(C(=O)O)cc2)c1N	14	2	-5	-10

item	697 NFkB inh	APJ antag	Jurkat NFkB inh	CXCR6 block
21	-142	12	-74	-1
22	4	7	8	1
23	-50	-3	-9	-1
24	17	1	11	8
25	-33	-50	-24	-5
26	14	8	10	-4
27	3	-7	2	2
28	3	12	-4	3
29	13	5	-15	-2
30	-8	-3	-4	-5

Other structures.
item	SMILES	CCR6 antag	UBC13 inh	Gli-Sufu antag	EBI2 block
31	COc1ccccc1NC(=O)CSc1ncn(-c2ccccc2)n1	7	-7	13	9
32	CCN(CC)S(=O)(=O)c1ccc(C(=O)Nc2ncn(Cc3ccccc3)n2)cc1	12	1	7	-22
33	Cc1ccc2sc(C)cc(=O)c2c1	1	x	11	5
34	Fc1ccc(-c2cc(C(F)(F)F)nc(N3CCCCC3)n2)cc1	17	35	0	5
35	COc1cc(OC)cc(C(=O)NNC(=O)C2CCCC2)c1	4	-10	19	0
36	O=C(Nc1nnc(S(=O)(=O)N2CCOCC2)s1)c1ccccc1Cl	10	5	14	14
37	CCOC(=O)C1=NS(=O)(=O)NC(C)=C1	1	x	-8	-4
38	O=C(O)/C(=C\c1ccccc1)c1ccccc1	-7	-1	-3	-9
39	COc1cc(OC)c(OC)cc1/C=C1\CCC/C(=C\c2cc(OC)c(OC)cc2OC)C1=O	11	-14	33	-25
40	COc1ccc(CCNC(=O)C2CC(=O)N(c3ccc(C)cc3)C2)cc1OC (stereo not drawn)	16	-3	-19	-9

item	697 NFkB inh	APJ antag	Jurkat NFkB inh	CXCR6 block
31	16	13	2	0
32	17	10	13	-4
33	x	x	x	-5
34	-4	10	1	-4
35	14	-24	5	3
36	-8	-2	3	3
37	5	x	x	3
38	3	-20	-2	-7
39	5	-1	40	13
40	9	8	3	-3

(listing goes on)
item	SMILES	CCR6 antag	UBC13 inh	Gli-Sufu antag	EBI2 block
41	Cc1cc(NC(=O)Nc2ccc(Cl)cc2)n(C(C)(C)C)n1	11	6	-1	-8
42	Cc1ccc(C2CC(=O)C(C=NCCN3CCN(C(=S)Nc4ccccc4)CC3)=C(O)C2)cc1 (stereo not drawn)	8	4	10	-12
43	COc1ccc2oc(=O)c(C(=O)NCCc3ccc(OC)c(OC)c3)cc2c1	8	-9	8	-3
44	O=C1C=C(c2ccc(-c3ccccc3)cc2)C[C@@H](c2ccc3c(c2)OCO3)C1	1	8	-24	15
45	O=[N+]([O-])c1ccc(-c2ccc(/C=N/c3c(-c4ccco4)nc4ccccn34)o2)cc1	35	-59	-35	-8
46	O=C(Cc1ccc(Cl)cc1Cl)NCc1cccnc1	2	-9	23	11
47	CC(=O)c1c(C)nn(-c2ccccc2)c1C	-1	2	13	-11
48	O=C(CSC(=S)N1CCOCC1)c1cc(Br)cc(Br)c1O	21	-1	-17	-10
49	Cc1ccc(N)c(C(O)(C(F)(F)F)C(F)(F)F)c1	5	-2	1	-3
50	O=C(Nc1ccccc1)N(CCc1nc2ccccc2[nH]1)C1CCCC1	-9	-3	-5	-3

item	697 NFkB inh	APJ antag	Jurkat NFkB inh	CXCR6 block
41	12	9	5	-3
42	2	-24	5	2
43	-9	2	-7	-9
44	-1	-6	15	-3
45	-1	17	6	15
46	-16	-22	1	-1
47	15	10	6	-9
48	-5	2	9	1
49	12	0	-7	-4
50	-4	-6	-7	1

Following part:
item	SMILES	CCR6 antag	UBC13 inh	Gli-Sufu antag	EBI2 block
51	COc1ccc(N/C=C/C(=C(C#N)C#N)N(C)C)cc1	-15	0	0	0
52	COc1ccc2c(-c3ccccc3)cc(N3CCOCC3)nc2c1	-1	14	3	-12
53	CCOc1ccc(NC(=O)c2ccc(Cn3nc(C)cc3C)o2)cc1	9	2	19	8
54	N#Cc1ccc(-c2ccc(OCC(O)Cn3nnc4ccccc43)cc2)cc1 (stereo not drawn)	-12	5	-12	-9
55	O=C(NCc1ccccc1Cl)c1csc2c1CCCCC2	11	-8	-6	16
56	c1ccc(CSc2ncnc3c2oc2ccccc23)cc1	-2	-8	3	13
57	CC(Sc1nnc(C2CC2)n1C1CC1)C(=O)N(C)C1(C#N)CCCCC1 (stereo not drawn)	3	-4	4	-12
58	CC(O)CNc1ccc(-c2n[nH]c(=O)c3ccccc23)cc1[N+](=O)[O-] (stereo not drawn)	24	-102	-1	-4
59	C=CCn1c(SCC(=O)N(CCOC)c2c(N)n(CC(C)C)c(=O)[nH]c2=O)nc2ccccc21	4	0	3	1
60	COc1cccc(-n2c(SCc3cc(=O)oc4cc(O)c(O)cc34)nc3ccccc3c2=O)c1	17	x	16	2

item	697 NFkB inh	APJ antag	Jurkat NFkB inh	CXCR6 block
51	-21	-21	-33	-1
52	1	-18	15	6
53	10	2	16	-10
54	-3	-8	0	-10
55	-20	3	-22	-6
56	-13	14	-1	2
57	19	0	-11	-9
58	27	21	-3	9
59	7	-60	1	2
60	x	x	x	15

Additional compounds:
item	SMILES	CCR6 antag	UBC13 inh	Gli-Sufu antag	EBI2 block
61	CC(NC(=O)CCc1ccccc1)c1ccc2c(c1)OCO2 (stereo not drawn)	2	-8	-5	-10
62	COc1ccc(C(=O)NCCc2nnc3ccc(SCC(=O)Nc4cc(C)on4)nn23)cc1	15	5	7	-15
63	Cc1ccc(NC(=O)C2CCN(S(C)(=O)=O)CC2)cc1Cl	13	1	2	12
64	O=C(CN1C(=O)C(=O)N(Cc2ccco2)C1=O)Nc1ccc(F)c(F)c1F	7	-13	-16	-6
65	COc1ccc(-n2c(CN3CCN(c4ccccc4OC)CC3)nc3ccc([N+](=O)[O-])cc3c2=O)c(OC)c1	-2	0	3	-3
66	O=C1c2ccccc2NC(c2ccc(F)cc2)N1Cc1ccco1 (stereo not drawn)	17	19	-14	-2
67	O=C(NNC(=O)c1c(O)c2ccccc2[nH]c1=O)c1ccccc1	0	11	-4	-3
68	COc1ccc(C)cc1-n1nnnc1SCc1csc(C)n1	-3	3	2	-9
69	COCn1c(-c2ccc(OC)c(OC)c2)nc2ccccc21	-3	-1	-58	1

item	697 NFkB inh	APJ antag	Jurkat NFkB inh	CXCR6 block
61	2	-3	8	3
62	-42	6	-2	-2
63	-3	4	-9	1
64	4	-6	12	-2
65	12	1	12	-2
66	-4	5	9	-1
67	-11	-10	-1	-1
68	-9	2	-8	5
69	-44	8	-63	-4

Rewritten tab-delimited: part of the list above
cpd	smiles	CCR6 antag	UBC13 inh	Gli-Sufu antag	EBI2 block	697 NFkB inh	APJ antag	Jurkat NFkB inh	CXCR6 block
67	O=C(NNC(=O)c1c(O)c2ccccc2[nH]c1=O)c1ccccc1	0	11	-4	-3	-11	-10	-1	-1
65	COc1ccc(-n2c(CN3CCN(c4ccccc4OC)CC3)nc3ccc([N+](=O)[O-])cc3c2=O)c(OC)c1	-2	0	3	-3	12	1	12	-2
61	CC(NC(=O)CCc1ccccc1)c1ccc2c(c1)OCO2 (stereo not drawn)	2	-8	-5	-10	2	-3	8	3
62	COc1ccc(C(=O)NCCc2nnc3ccc(SCC(=O)Nc4cc(C)on4)nn23)cc1	15	5	7	-15	-42	6	-2	-2
64	O=C(CN1C(=O)C(=O)N(Cc2ccco2)C1=O)Nc1ccc(F)c(F)c1F	7	-13	-16	-6	4	-6	12	-2
68	COc1ccc(C)cc1-n1nnnc1SCc1csc(C)n1	-3	3	2	-9	-9	2	-8	5
66	O=C1c2ccccc2NC(c2ccc(F)cc2)N1Cc1ccco1 (stereo not drawn)	17	19	-14	-2	-4	5	9	-1

Assay outcomes from PubChem.
